# Rab2 wt GTP: changes GTP binding to wildtype dog Rab2A, up or down; P61105; GST-Rab2 wt beads, Bodipy-GTP binding, flow cytometry; GTP binding activity, % at 10 µM; hit rate 0.19% among 190,000; AID 760;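 active = GTP binding activity at least 20 points away from 100%, either lowered or raised; inconclusive = signal likely due to the compound's own green fluorescence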;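 note: 0% = beads with excess unlabeled GTP and 100% = no-compound control corrected for plate trend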
# HRas wt GTP: modulators of GTP binding to human HRas wildtype | P01112 | GST-Ras wt beads, Bodipy-FL-GTP binding, flow cytometry; actives lie on both sides | GTP binding activity, % at 10 µM | hit rate 0.14% among 190,000 | AID 759;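 active = GTP binding activity at least 20% away from the 100% baseline, either lowered as inhibitor or raised as activator; inconclusive = flagged as likely green fluorescent, judged across all proteins in the well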;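 note: 0% = unlabeled GTP competition control and 100% = no-compound control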
# Target sequence (P01112 whole entry, looked up): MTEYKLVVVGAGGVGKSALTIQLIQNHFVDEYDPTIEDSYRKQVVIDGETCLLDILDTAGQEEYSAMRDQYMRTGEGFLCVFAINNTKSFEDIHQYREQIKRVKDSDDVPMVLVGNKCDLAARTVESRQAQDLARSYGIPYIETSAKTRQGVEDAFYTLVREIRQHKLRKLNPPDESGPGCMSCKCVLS
# Rac1 mut GTP: alters GTP binding to activated mutant human Rac1. hit rate 0.11% among 190,000. percent activity (GTP binding), % at 10 µM. AID 764. GST-Rac1 activated beads, fluorescent GTP binding, flow cytometry; actives lie on both sides; 100% means binding = to untreated wells. P63000;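 active = GTP binding at least 20 percentage points away from the 100% baseline, in either direction, so actives lie on both sides; inconclusive = Compound likely fluorescent itself, or too few beads counted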
# GSH bead fluor: GSH bead compound fluorescence profile; GSH beads flow cytometry, compound fluorescence 488/530 nm; hits give high values; hit rate 0.25% among 190,000; fluorescence (KMESF) at 10 µM; in the data active = fluorescence above about 89;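 note: glutathione beads carrying GST-tagged Bcl family fusion proteins plus one bare bead set; values are compound well signal with DMSO vehicle wells as background; inactives centre near 16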
# Mcl1 Bid PPI: Mcl-1/Bid interaction inhibition; TR-FRET Mcl-1/Bid-Dy647 peptide binding, 1536-well; inhibition, % at 21.7 µM; hit rate 0.97% among 220,000; AID 1021;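 active = compounds that cut the binding signal by more than half at the single screening dose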;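 note: His-tagged Mcl-1 with europium anti-His antibody binding Bid BH3 peptide; 0% = Mcl-1 plus peptide wells and 100% = peptide-only wells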
# Target sequence (Q07820 whole entry, looked up): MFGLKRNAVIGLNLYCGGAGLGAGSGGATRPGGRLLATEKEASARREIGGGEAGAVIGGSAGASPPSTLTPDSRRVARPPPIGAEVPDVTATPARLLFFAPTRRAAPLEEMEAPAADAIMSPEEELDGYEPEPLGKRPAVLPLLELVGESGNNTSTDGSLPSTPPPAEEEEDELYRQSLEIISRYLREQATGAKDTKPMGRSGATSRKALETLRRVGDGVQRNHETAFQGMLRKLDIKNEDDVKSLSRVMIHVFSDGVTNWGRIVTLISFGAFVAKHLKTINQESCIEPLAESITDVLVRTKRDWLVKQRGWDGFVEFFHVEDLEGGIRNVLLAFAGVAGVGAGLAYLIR
# Cdc42 wt: human Cdc42 wildtype GTP binding change, either direction; P60953; GST-Cdc42 beads, Bodipy-GTP binding, flow cytometry; actives lie on both sides; percent activity (GTP binding), % at 10 µM; hit rate 0.2% among 190,000; AID 761;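 active = percent activity GTP binding at least 20 points away from the 100% baseline, either down as inhibitor or up as activator; inconclusive = compound flagged as likely green fluorescent from well-wide comparison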;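 note: median bead fluorescence of bound Bodipy-FL-GTP at 100 nM; 0% = excess unlabeled GTP control and 100% = no compound control; below 100% means less GTP binding so inhibitor and above means activator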
# Target sequence (P60953 whole entry, looked up): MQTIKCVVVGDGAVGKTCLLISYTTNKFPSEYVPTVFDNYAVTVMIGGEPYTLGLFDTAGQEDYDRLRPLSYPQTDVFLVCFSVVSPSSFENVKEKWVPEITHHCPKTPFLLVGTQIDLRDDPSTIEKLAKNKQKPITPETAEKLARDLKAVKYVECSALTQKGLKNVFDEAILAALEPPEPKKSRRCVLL
# Rac1 wt modul: human Rac1 wildtype GTP binding, inhibitors and activators; GST-Rac1 beads, fluorescent GTP binding, flow cytometry; actives lie on both sides; 0 = cold GTP competed, 100 = untreated; GTP binding activity (% of control), % at 10 µM; hit rate 0.27% among 190,000; AID 757;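 active = GTP binding activity at least 20 points away from the 100% control level, either lower or higher; inconclusive = compound flagged as likely green fluorescent, judged across all proteins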
# Pf gametocyte: kills late stage P. falciparum gametocytes. P. falciparum stage V gametocytes, ATP luminescence, 24 h. inhibition, % at 10.9 µM. hit rate 0.065% among 150,000. AID 743093;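 active = inhibition above the mean plus 3 SD of compounds within the control limits, set per campaign, cut at about 38% in these data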;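 note: 0% = DMSO wells and 100% = medium only without gametocytes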
# Mcl1-Noxa inh: Mcl-1/Noxa interaction inhibition; Q07820; TR-FRET Mcl-1/Noxa peptide binding, 2 h; inhibition, % at 21.7 µM; AID 1022; hit rate 1.5% among 220,000;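 active = compounds that cut the protein-peptide binding signal by more than 50% relative to plate controls in a single-dose test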;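 note: His-tagged Mcl-1 with rhodamine Noxa BH3 peptide and terbium anti-His antibody; 0% = Mcl-1 plus Noxa peptide wells and 100% = peptide-only wells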
# Avidin fluor: compound fluoresces at 488/530 nm on avidin beads | hit rate 0.38% among 220,000 | compound fluorescence 488/530 nm, flow cytometry; hits give high values | fluorescence (KMESF) at 10 µM; in the data active = fluorescence above about 47; note: inactives centre near 10
# Rab7 wt GTP bind: alters GTP binding to wildtype dog Rab7. GST-Rab7 beads, fluorescent GTP binding, flow cytometry; actives lie on both sides; untreated = 100%, excess cold GTP = 0%. GTP binding activity (percent of control), % at 10 µM. hit rate 0.055% among 190,000. AID 758;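 active = fluorescent GTP binding to Rab7 beads changed by at least 20 points from the 100% baseline, either direction, mostly lower; inconclusive = compound itself probably fluorescent, or too few beads counted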;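 note: median green fluorescence of bound Bodipy-FL-GTP per Rab7 bead population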
# Numbers without * were called inactive; u = inconclusive; x = not tested or not shown.
SMILES,Rab2 wt GTP,HRas wt GTP,Rac1 mut GTP,GSH bead fluor,Mcl1 Bid PPI,Cdc42 wt,Rac1 wt modul,Pf gametocyte,Mcl1-Noxa inh,Avidin fluor,Rab7 wt GTP bind
COc1ccc(CCNC(=O)c2ccc(CNc3nc(=S)[nH]c4ccccc34)cc2)cc1OC,101,98,96,12,-41,102,96,x,-15,11,105
O=C(O)/C=C/C(=O)Nc1ccc(F)cc1F,95,99,99,8,-4,99,99,12,15,10,95
Cc1cccc(COCC(Cc2ccccc2)N2CCN(C(=O)c3cccc(Cl)c3)CCC2=O)c1 (stereo not given),95,97,99,17,6,104,105,28,3,10,92
CCO[C@H]1OC(C(=O)NC2CC2)=C[C@@H](c2csc3ccccc23)[C@@H]1CCCO,95,95,96,21,-5,94,96,x,-9,6,94
c1ccc(CSc2nnc3ccc(-c4ccncc4)nn23)nc1,98,98,99,11,-34,102,99,20,1,9,96
COc1ccccc1NC(=O)CN1CCN(CC(=O)Nc2ccc3c(c2)OCO3)CC1,106,102,99,57,-3,104,107,-10,23,4,101
Cc1ccc2c(c1)C=CC(C)(C)S2=O (stereo not given),101,101,102,7,-3,104,105,4,-5,4,100
Cc1ccc(-c2csc3nnc(SCc4csc(C)n4)n23)cc1,102,105,98,40,-13,108,112,x,9,10,103
CC(=O)Nc1nc(C)nc(-c2ccccc2OC(C)=O)n1,99,96,100,32,-11,100,95,x,12,8,95
N#Cc1c(-c2ccco2)cc(-c2ccccn2)nc1N,u,u,u,14,-19,u,u,12,66*,13,u
CCC(C)C(NC(=O)[C@@H](NC(=O)c1ccccc1F)C(C)C)C(=O)OC (stereo not given in full),99,99,97,38,-11,101,101,x,-10,10,99
CC(C)NC(=O)N1CCN(c2ccncc2S(=O)(=O)N2CCOCC2)CC1,105,106,104,22,-30,105,107,16,-14,6,104
O=C(NCc1cccnc1)c1cccc(F)c1,101,103,98,11,-33,102,100,x,10,16,100
Cc1ccccc1NC(=O)C1(C)Cc2ccccc2C(=O)O1 (stereo not given),99,102,99,16,-2,102,106,-10,-11,23,99
C/C(=N\N(Cc1ccccc1)c1ccccc1)c1cccnc1,98,95,96,8,3,95,97,-15,25,23,96
Cc1ccc(NC(=O)Cn2cnc3sc(C(=O)NCCN(C)C)c(C)c3c2=O)cc1Cl,100,100,100,15,-10,95,104,x,10,8,94
CCCCCCn1c(C)nc2c(c1=O)c1nc3ccccc3nc1n2/N=C/c1ccco1,92,94,93,31,-5,94,96,-3,17,9,95
CCc1ccc(N2NC(=O)/C(=C/C=C/c3ccco3)C2=O)cc1,87,88,87,17,-37,88,80,-2,29,8,90
Cc1cc(NC(=O)CCCn2ccc([N+](=O)[O-])n2)n(Cc2ccc(F)cc2)n1,95,96,93,10,2,97,97,x,5,10,93
CN(CC(=O)NC1CCCCC1)S(=O)(=O)c1cccc2cccnc12,104,102,101,14,-16,103,104,x,0,118*,99
CCOC(=O)C1(Cc2ccccc2C)CCCN(C(=O)c2ccnn2C)C1 (stereo not given),98,92,94,10,-13,93,95,-5,4,2,104
Cc1cccc(OCC(O)Cn2c(=N)n(CCN3CCCCC3)c3ccccc32)c1 (stereo not given),101,101,99,22,-11,102,101,x,9,25,99
C=CCSc1nnc(-c2cccnc2)o1,105,105,99,25,-10,105,104,x,9,6,107
CCOc1ccc(NC(=O)c2cc3cc4ccc(OC)cc4nc3o2)cc1,102,103,102,26,18,104,107,x,16,8,103
CCOCCCn1c(=N)c(C(N)=S)cc2c(=O)n3cccc(C)c3nc21,97,97,97,9,-19,98,98,x,-7,35,99
Cc1cc([N+](=O)[O-])ccc1NC(=O)C(C)[n+]1ccccc1 (stereo not given),102,100,96,16,-9,97,103,5,-5,9,100
CC(C)N1CCC(NC(=O)NC2CCCCC2)CC1,98,98,97,10,-10,96,102,-2,-1,9,104
COc1cccc(/C=N/NC(=O)c2ccc(N(C)S(=O)(=O)c3ccccc3)cc2)c1OC,99,102,98,14,-5,98,106,10,-6,22,104
Cc1noc(/C=C/Nc2ccc(F)cc2F)c1[N+](=O)[O-],100,97,98,10,5,99,101,-15,32,26,106
Cc1ccc(CN2CCN(CC3CC4C=CC3C4)CC2)cc1 (stereo not given),94,97,97,54,44,99,93,x,13,9,97
O=C(/C=C/c1ccc(-c2ccc(F)cc2)o1)N1CCCC1,95,93,94,9,-14,94,94,12,-8,6,107
COc1ccc(-c2cc(C(=O)NCc3ccc(Cl)cc3)no2)cc1OC,100,100,100,24,1,101,101,x,-16,17,99
COc1ccc(Cl)cc1NC(=S)Nc1cccc(C)c1,99,102,97,19,-65,96,101,2,20,12,104
O=C(CSc1ncn[nH]1)Nc1cc(S(=O)(=O)N2CCCC2)ccc1Cl,96,97,97,11,-17,93,93,12,19,10,99
COc1ccc(CC(=O)OCc2cc3ccc(C)cc3[nH]c2=O)cc1,95,96,93,37,-9,95,97,x,-1,6,93
CCOC(=O)C[n+]1c(C)sc2ccc(OC)cc21,95,98,96,18,-95,97,96,x,54*,12,92
O=C1CC(c2cccs2)CC2=C1C(c1ccccc1)n1ncnc1N2 (stereo not given),u,u,u,24,-51,u,u,17,-10,18,u
COc1cc2c(cc1OC)CN(c1nc(CN3CCOCC3)nc3sc4c(c13)CCCC4)CC2,102,102,99,10,2,100,102,x,20,12,100
COc1ccc2oc(=O)c(C(=O)Nc3ccccc3-c3ccccc3)cc2c1,102,99,98,34,-1,103,102,-7,-9,8,101
CC(Oc1ccccc1)C(=O)N=Nc1c(O)[nH]c2ccc(Br)cc12 (stereo not given),100,98,95,15,-17,97,95,x,13,12,107
CCN(CC)C(=O)Cn1c(=O)n(-c2ccccc2)c(=O)c2c3c(sc21)CCC3,102,102,100,12,-7,104,107,x,25,13,102
COc1ccc(N2CCN(C(=O)Cc3cccs3)CC2)cc1,99,103,98,11,-14,106,106,5,9,10,100
O=C(O)c1ccc(Nc2nc3c(s2)CCCC3)cc1,95,94,93,13,-39,92,96,6,-6,11,97
CC1=NN(C(=O)CCc2ccccc2)C(O)(c2ccncc2)C1 (stereo not given),103,101,99,60,-13,98,100,7,-8,25,108
O=C(O)c1cnn(-c2nc(-c3cccc(F)c3)cs2)c1C(F)(F)F,97,96,91,12,6,98,98,9,14,10,98
O=C(CN1CCN(c2ccccn2)CC1)N1c2ccccc2Sc2ccc(C(F)(F)F)cc21,96,97,96,25,41,95,93,11,30,19,93
CC(=O)CNc1ccc(S(=O)(=O)N/N=C/c2ccccc2)cc1,97,96,96,16,-23,98,100,8,-3,10,97
COC(=O)C1(CCSC)NC(c2ccc(O)c(OC)c2)C2C(=O)N(c3ccc(C)cc3)C(=O)C21 (stereo not given),97,96,95,11,-24,99,99,-1,-13,10,95
Cc1cccc(/C=N/n2c(C)cc(C)c(C#N)c2=O)c1,98,96,91,17,-6,96,99,0,9,5,94
S=C(NCc1ccc2[nH]c3c(c2c1)CCCC3)Nc1ccccc1Cl,101,100,97,17,-18,100,105,x,-1,7,99
CCN(N=O)[C@@H](Cc1ccccc1)CN(N=O)[C@@H](Cc1ccccc1)CN(C)N=O,96,98,96,21,42,99,99,14,36,1,97
O=S1(=O)CCN2C(Cc3ccc(SC(F)F)cc3)=CSC2=N1,98,97,99,33,-8,96,103,x,8,13,99
COc1ccc(S(=O)(=O)NCCCCC(=O)O)cc1C(=O)O,96,97,95,15,0,101,100,3,24,9,98
CCC(=O)Nc1cccc(C(=O)c2ccc(C)c(C)c2)c1,91,96,93,16,-21,95,95,-12,4,12,97
CCOC(=O)Cn1c(=O)c2c(nc3n2CCS3)n(C)c1=O,99,98,100,27,9,99,100,x,14,7,96
CC(C)(C)NC(=O)C(c1cccs1)N(CC1CCCO1)C(=O)c1ccc(-c2ccccc2)[nH]1 (stereo not given),101,102,100,17,-6,101,105,-15,16,17,99
COCCCNc1cc(C)nc2ccccc12,101,104,103,36,-155,104,110,x,-74,14,103
Cc1ccc(SCc2cc(=O)n3[nH]c(C)nc3n2)cc1,102,102,100,34,1,108,113,-21,18,14,104
O=C(NCc1ccco1)c1cnc2sccn2c1=O,103,102,99,26,-13,106,110,x,27,8,101
CCOc1ccc(NC(=O)C2CC(=O)N(C)C(=Nc3ccc4c(c3)OCO4)S2)cc1 (stereo not given),98,100,98,44,19,100,102,-2,3,35,99

# Some entries already given, reduced to Pf gametocyte.
Compound	Pf gametocyte
O=C(O)c1ccc(Nc2nc3c(s2)CCCC3)cc1	6
CC1=NN(C(=O)CCc2ccccc2)C(O)(c2ccncc2)C1 (stereo not given)	7

# (next part)
SMILES,Rab2 wt GTP,HRas wt GTP,Rac1 mut GTP,GSH bead fluor,Mcl1 Bid PPI,Cdc42 wt,Rac1 wt modul,Pf gametocyte,Mcl1-Noxa inh,Avidin fluor,Rab7 wt GTP bind
Cc1ccc(-c2nc(SCC(N)=O)c(C#N)c3c2CCCC3)cc1,101,99,100,33,-28,97,100,-39,1,24,98
CC(=O)c1cc2c(cc1N/C(=N/S(=O)(=O)c1ccc(C)cc1)c1ccccc1)OCO2,99,100,102,4,-28,101,108,x,4,15,103
CC(=Nc1ccc2c(c1)nc(CO)n2C)C1=C(O)CC(C)(C)CC1=O,97,101,97,7,-65,99,105,x,12,15,96
CC[n+]1c(-c2ccccc2)csc1Nc1c(C)n(C)n(-c2ccccc2)c1=O,96,97,95,11,23,97,98,12,18,2,99
CC(=O)c1c(Nc2ccc3c(c2)OCCO3)oc(C)cc1=O,97,94,96,19,-32,97,96,x,34,6,97
COc1ccc(C)cc1NC(=O)CN(C)S(=O)(=O)c1cc(C)ccc1OC,101,101,102,22,-3,105,106,x,-2,15,97
CN1C(=O)c2ccccc2Sc2ccc(NC(=O)NC3CC3)cc21,101,103,100,20,-4,103,102,x,1,92*,102
O=C(C(c1ccccc1)c1ccccc1)N1CCN(c2ccccn2)CC1,94,96,93,12,-37,94,91,8,9,9,95
O=C(O)/C=C\C(=O)Nc1ccc(N2CCN(c3ccc(Cl)cc3)CC2)cc1,94,93,94,12,-63,92,93,-12,34,12,92
O=C(Nc1ccc2nc(-c3cccnc3)[nH]c2c1)c1ccccc1F,103,103,101,32,-4,104,107,-9,23,9,103
COc1cc2cc(CN(CCc3ccccc3C)C(=S)NCCCN3CCOCC3)c(=O)[nH]c2cc1OC,95,96,95,10,-32,96,97,10,27,3,97
COc1ccc(-n2cc(CNCCc3cscn3)c(-c3ccccc3Cl)n2)cc1,99,96,96,9,-8,96,98,9,8,10,104
